NCI-60 one-dose screen, 48 h, at 10 µM unless noted. Numbers give growth in % (100 = growth as untreated, 0 = no growth, -100 = all killed).
SR = SR leukemia cells; AID 1794780; 73,000 compounds, 8.7% hits
HOP-62 = HOP-62 NSCLC; 80,000 compounds, 3.9% hits; AID 1794735
CCRF-CEM = CCRF-CEM leukemia; 77,000 compounds, 7% hits
K-562 = K-562 leukemia; 78,000 compounds, 7.4% hits; AID 1794777
RPMI-8226 = RPMI-8226 leukemia cells; 77,000 compounds, 7.5% hits
MDA-MB-468 = MDA-MB-468 breast cancer; 78,000 compounds, 8.5% hits; AID 2202374
MDA-MB-435 = MDA-MB-435 melanoma; 82,000 compounds, 7.8% hits; AID 1794794
MOLT-4 = MOLT-4 leukemia cells; 80,000 compounds, 6.9% hits; AID 1794779
The depositor's hits bear a star; nt = no result given. How the source made its calls: active means growth percent below 10; inactive means the rest. Outcome played no part in choosing rows, and some 15% of all compounds hit somewhere here.

No.	smiles	SR	HOP-62	CCRF-CEM	K-562
1	O=S1(=O)c2ccccc2C(O)(c2ccccc2)c2ccccc21	109.8	nt	111.2	102.7
2	N#CC1C(=O)Nc2cccnc21 (centres undefined)	109.9	103.0	107.1	107.6
3	N#Cc1c(NN)nc(=S)[nH]c1-c1ccco1	91.0	80.0	92.9	97.5
4	FC(F)(F)C(F)(F)C(F)(F)c1nc2nc(Cl)c(Cl)nc2[nH]1	98.2	92.2	97.5	107.2
5	N#CC1C(=O)NC(c2ccccc2[N+](=O)[O-])c2sc3c(F)cccc3c21 (centres undefined)	67.9	33.8	86.9	35.9
6	CCCC(=O)Oc1ccc(/C(=C(\C)c2ccccc2)c2ccc(OCCCN(C)C)cc2)cc1	68.4	101.1	93.0	65.9
7	COc1cc(/C=C/C(=O)c2cccc(NC(=O)CSc3nc4ccccc4c(=O)n3-c3ccccc3)c2)cc(OC)c1OC	61.4	111.4	87.3	86.9
8	Cc1cccc(OCC(O)CN2CCN(c3ccccc3Cl)CC2)c1 (centres undefined)	nt	116.9	38.9	83.5
9	COc1ccc(C2NC(=O)NC(C)=C2C(=O)c2cnccn2)c(OC)c1 (centres undefined)	105.5	99.4	129.8	117.0
10	O=C(O)c1ccc(NC(=O)c2ccc(-c3cccc([N+](=O)[O-])c3)o2)cc1	112.7	103.3	106.1	107.3

No.	RPMI-8226	MDA-MB-468	MDA-MB-435	MOLT-4
1	113.4	99.0	nt	101.4
2	102.5	nt	96.5	106.3
3	97.0	111.7	104.7	92.7
4	104.5	nt	nt	89.1
5	41.3	-49.0*	101.7	86.6
6	96.7	104.0	90.2	74.0
7	65.9	102.8	101.3	96.6
8	90.5	106.3	122.6	94.1
9	131.4	100.8	105.0	107.2
10	101.1	99.8	100.1	108.5

(continued)
No.	smiles	SR	HOP-62	CCRF-CEM	K-562
11	FC(F)(F)Oc1cccc(-c2cc(NCCCCCCNc3cc(-c4cccc(OC(F)(F)F)c4)nc4ccc(N5CCCC5)cc34)c3cc(N4CCCC4)ccc3n2)c1	-40.7*	-14.0*	-32.1*	-48.7*
12	CC(=O)c1c(C)c(C)cc(C)c1C	nt	108.3	100.1	113.0
13	CC(=O)C1(C)C(=O)N(c2ccc(F)cc2)C(=O)N1c1ccc(F)cc1 (centres undefined)	nt	nt	105.4	95.6
14	CC(=O)OCc1ccccn1	nt	89.8	100.0	97.7
15	NC(N)=N/N=C(/CCC(=O)O)C(=O)O	106.2	106.9	nt	106.6
16	CCCc1oc2ccccc2c(=O)c1C(=O)c1ccc(O)cc1	144.5	108.3	113.5	105.1
17	O=C(CCC(=O)Oc1ccccc1)Oc1ccccc1	98.0	104.8	92.6	117.7
18	CCN1C(=O)N(CC)C2Nn3c(s/c(=C\c4ccccn4)c3=O)=NC21 (centres undefined)	74.1	91.0	nt	78.1
19	CCOC(=O)C1Cc2ccccc2OC1=O (centres undefined)	102.4	118.7	99.1	133.4
20	CC1OC(O[C@@H]2[C@H](O)C(CO)OC(O[C@H]3COC(O[C@H]4CC[C@]5(C)[C@H]6CC[C@]78OC[C@@]9(CCC(C)(C)C[C@H]97)[C@H](O)C[C@@]8(C)[C@]6(C)CC[C@H]5C4(C)C)[C@@H](OC4OC(CO)[C@@H](O)[C@@H](O)[C@@H]4O)[C@@H]3O)[C@H]2OC2OC[C@@H](O)[C@@H](O)[C@@H]2O)[C@@H](O)[C@@H](O)[C@H]1O (some centres undefined)	-51.3*	-81.0*	-60.0*	nt

No.	RPMI-8226	MDA-MB-468	MDA-MB-435	MOLT-4
11	-34.3*	-68.1*	-87.6*	-35.6*
12	108.7	109.8	100.1	113.5
13	116.9	115.0	103.5	87.4
14	104.7	93.7	103.3	103.5
15	100.6	91.0	104.2	101.4
16	94.3	110.6	103.9	180.7
17	103.1	114.1	118.9	82.2
18	110.5	85.6	52.1	102.3
19	99.6	99.4	90.0	105.7
20	-46.3*	-39.3*	-82.8*	-61.1*

(cont.)
No.	smiles	SR	HOP-62	CCRF-CEM	K-562
21	Cc1cc(O)c(C(C)C)cc1O	105.5	105.8	91.3	93.0
22	NS(=O)(=O)c1ccc(N=Nc2c(O)n(Cc3ccccc3)c3ccc(Br)cc23)cc1	80.4	94.5	81.8	94.9
23	Cc1ccc(C2CC(c3nc(-c4ccc(Cl)cc4)oc3C)=NN2C(=O)c2ccncc2)cc1 (centres undefined)	92.9	99.3	90.7	84.2
24	Cc1cc(C2(c3ccc(O)c(C)c3)OS(=O)(=O)c3ccccc32)ccc1O	97.2	107.3	101.2	103.9
25	Cc1ccc(-c2nc3nc(-c4ccccc4)nc(N4CCN(S(C)(=O)=O)CC4)c3o2)cc1	78.0	85.4	104.7	110.4
26	CCCNC(=O)c1c(C)[nH]c(-c2nc3ccccc3[nH]2)c1C	95.4	98.7	103.3	102.4
27	Cc1c(Cl)cccc1NC(=O)c1sc2nc3c(cc2c1N)CN(CCc1ccccc1)CC3	44.1	114.8	91.9	50.4
28	N#CC1=C(N)OC2=C(C(=O)c3ccccc3C2=O)C1c1ccc(F)cc1 (centres undefined)	82.9	75.9	96.7	nt
29	COc1cc(/C=C2\C(=O)Nc3cc(Cl)ccc32)ccc1OCc1ccc(F)cc1	97.5	95.9	nt	97.7
30	O=C(Nc1ccc(Oc2cccc(F)c2)c(Cl)c1)c1ccnnc1	91.4	89.8	59.2	55.3

No.	RPMI-8226	MDA-MB-468	MDA-MB-435	MOLT-4
21	108.2	100.6	111.3	99.9
22	90.3	87.5	93.9	79.6
23	83.2	97.8	88.7	64.7
24	99.3	98.9	112.7	91.1
25	108.4	110.5	105.6	100.7
26	nt	105.8	97.5	107.0
27	101.3	93.3	36.4	104.7
28	81.0	91.3	74.8	102.7
29	113.2	93.0	103.1	100.4
30	44.6	44.8	76.3	75.9

(cont.)
No.	smiles	SR	HOP-62	CCRF-CEM	K-562
31	CC(=O)Oc1cccc(O)c1	nt	114.2	119.0	97.1
32	CC1SC(c2ccc(Br)cc2)N(NC(=O)CCC(=O)c2nc3ncccc3[nH]2)C1=O (centres undefined)	110.6	87.3	107.8	106.9
33	CN1C(=O)CNC(=O)[C@H](NC(=O)c2nc3ccccc3cc2O)CSSC[C@H]1C(=O)O	98.5	89.7	87.7	107.5
34	CC(=O)C1=C(O)C=C2Oc3c(C(=O)/C=C/c4c(Cl)cccc4Cl)c(O)c(C)c(O)c3[C@]2(C)C1=O	-31.0*	-48.6*	-25.3*	-26.7*
35	C[C@H](O)[C@@H](C)O	88.0	104.7	101.6	98.5
36	COc1ccc(/C=C/C(=O)c2ccc(OC)c(S(N)(=O)=O)c2)c(C(F)(F)F)c1	0.8*	-5.2*	2.3*	7.0*
37	O=C(Nc1ccccc1CO)c1ccccc1	105.2	108.4	105.1	108.4
38	O=C1Nc2ccccc2C12Nc1cc(Cl)ccc1S2 (centres undefined)	nt	98.4	nt	39.7
39	Cc1ccc(-[n+]2noc([O-])c2C2=NOC(c3ccccc3)C2)cc1 (centres undefined)	86.6	101.1	93.1	104.9
40	COc1ccc(C2=C(c3c[nH]c4ccccc34)C(=O)OC2)cc1OC	46.9	70.7	94.3	67.4

No.	RPMI-8226	MDA-MB-468	MDA-MB-435	MOLT-4
31	110.3	107.9	106.9	85.3
32	97.6	103.3	100.6	117.4
33	90.5	99.3	108.0	95.6
34	-17.7*	-39.7*	-11.6*	-33.0*
35	118.7	100.3	108.4	85.3
36	4.0*	7.3*	63.6	0.0*
37	99.8	90.7	105.8	104.2
38	42.0	105.4	95.4	60.1
39	98.1	99.1	103.0	97.3
40	nt	88.0	65.1	107.2

Shown with tabs: entries from further up
no.	structure	SR	HOP-62	CCRF-CEM	K-562	RPMI-8226	MDA-MB-468	MDA-MB-435	MOLT-4
31	CC(=O)Oc1cccc(O)c1	nt	114.2	119.0	97.1	110.3	107.9	106.9	85.3
32	CC1SC(c2ccc(Br)cc2)N(NC(=O)CCC(=O)c2nc3ncccc3[nH]2)C1=O (centres undefined)	110.6	87.3	107.8	106.9	97.6	103.3	100.6	117.4
33	CN1C(=O)CNC(=O)[C@H](NC(=O)c2nc3ccccc3cc2O)CSSC[C@H]1C(=O)O	98.5	89.7	87.7	107.5	90.5	99.3	108.0	95.6
34	CC(=O)C1=C(O)C=C2Oc3c(C(=O)/C=C/c4c(Cl)cccc4Cl)c(O)c(C)c(O)c3[C@]2(C)C1=O	-31.0*	-48.6*	-25.3*	-26.7*	-17.7*	-39.7*	-11.6*	-33.0*
35	C[C@H](O)[C@@H](C)O	88.0	104.7	101.6	98.5	118.7	100.3	108.4	85.3
36	COc1ccc(/C=C/C(=O)c2ccc(OC)c(S(N)(=O)=O)c2)c(C(F)(F)F)c1	0.8*	-5.2*	2.3*	7.0*	4.0*	7.3*	63.6	0.0*

Following part
No.	smiles	SR	HOP-62	CCRF-CEM	K-562
41	CCCCn1c(=O)[nH]c2c(c1=O)C(c1ccc(Cl)cc1)c1c([nH]c(=O)n(CCCC)c1=O)N2	106.4	90.4	107.8	104.7
42	O=S(=O)(NCCCNc1cc(-c2c(-c3cccc(O)c3)nc3sccn23)ccn1)c1cccc2ccccc12	nt	67.2	21.2	21.3
43	COc1cc([N+](=O)[O-])c(C)cc1NC(=O)c1ccc(OC)c(OC)c1	81.5	111.0	100.4	110.4
44	Cc1c(-c2ccc3c(c2)OCO3)no[n+]1[O-]	nt	113.7	92.0	nt
45	NNc1ccc(-c2ccccc2)cc1	nt	98.0	57.0	101.1
46	CCCn1nc(C(=O)N2CCCCC2)c2c1CCC(N1CCc3ccccc3C1)C2 (centres undefined)	114.4	105.6	105.1	98.0
47	Cc1ccc(CCC=O)cc1	94.2	103.8	82.6	97.2
48	O=C(Nc1ccc(NC(=O)c2ccccc2)c2ccccc12)c1ccccc1	84.7	96.0	95.4	100.9
49	CNCCC1CCCCC1	96.1	98.6	105.6	111.9
50	Cc1cccc(/C=C/c2nn3c(-c4cccnc4)nnc3s2)c1	81.0	120.7	107.4	nt

No.	RPMI-8226	MDA-MB-468	MDA-MB-435	MOLT-4
41	103.9	107.8	103.3	103.7
42	8.8*	38.3	35.6	26.4
43	93.1	101.4	96.3	96.9
44	102.1	117.4	91.9	nt
45	96.4	107.4	102.0	105.4
46	105.3	104.8	104.0	101.9
47	116.4	110.0	103.4	93.3
48	104.7	114.0	107.8	90.1
49	100.6	89.2	101.2	nt
50	96.8	101.8	102.6	110.8

Next entries
No.	smiles	SR	HOP-62	CCRF-CEM	K-562
51	Oc1cccnc1CN1CCCC1	nt	111.2	101.1	99.5
52	CCOc1ccc(-c2nc3ccc(-c4nc5ccc(N6CCN(CCN(C)C)CC6)cc5[nH]4)cc3[nH]2)cc1	nt	111.8	104.8	90.3
53	Cc1cc(CCNC=O)c(C)c2c1sc1ccccc12	89.4	86.2	84.0	97.2
54	CC(=O)OCC1CCCCO1 (centres undefined)	nt	105.9	nt	106.7
55	CN=S(C)(=O)c1ccc(-c2cnc(N)c(C(=O)Nc3ccccc3)n2)cc1 (centres undefined)	88.4	91.0	106.7	100.2
56	COc1ccc(CSc2nc3cc(OC)c(OC)cc3c(=O)n2-c2ccc(OC)cc2OC)cc1	59.5	101.4	92.7	87.1
57	NNC(=O)c1ccc[n+](Cc2ccccc2)c1	99.5	97.9	103.7	96.1
58	CC1CCCCC1(O)C[N+](=O)[O-] (centres undefined)	105.0	103.7	100.1	99.2
59	Cc1cccc[n+]1CC(O)C[n+]1ccccc1C	82.5	70.9	85.1	88.5
60	COc1ccc2c(c1)OC1=C(C(=O)OC1)C2c1cc(OC)c2c(c1)OCO2 (centres undefined)	-7.0*	29.6	16.3	7.5*

No.	RPMI-8226	MDA-MB-468	MDA-MB-435	MOLT-4
51	100.2	104.2	106.6	94.2
52	97.6	82.8	85.1	108.3
53	92.4	71.4	94.5	94.5
54	104.5	100.5	104.0	105.3
55	107.2	108.1	102.3	90.0
56	63.7	74.3	62.0	79.4
57	103.6	104.9	108.6	97.9
58	95.6	105.3	104.2	98.3
59	91.9	97.5	106.2	77.0
60	28.3	-7.2*	-22.5*	5.8*

Later entries
No.	smiles	SR	HOP-62	CCRF-CEM	K-562
61	CCCOC(=O)NCCO	96.8	103.4	nt	87.5
62	COc1ccc(/C=C/c2c(C(=O)c3ccccc3)c(=O)[nH]c3ccccc23)cc1	nt	86.9	77.5	63.1
63	N#Cc1c(-c2ccccc2)nc(N=Nc2c(O)[nH]c3ccc(Br)cc23)[nH]c1=O	110.3	98.5	102.3	104.9
64	CCN1C(=S)N(CC)C2C1NC(=O)N2/N=C/C=C/c1ccccc1OC (centres undefined)	41.3	82.3	79.9	29.0
65	COc1cc(F)c(/C=C/c2cc(/C=C/c3cc(OC)c(OC)cc3F)n(-c3ccc(OC(F)(F)F)cc3)n2)cc1OC	79.1	102.9	89.9	94.6
66	CCCc1[nH]nc2c1C(c1cc3c(cc1[N+](=O)[O-])OCO3)C(C#N)=C(N)O2 (centres undefined)	98.5	112.5	99.7	95.9
67	Cc1ccccc1N=C(N)Nc1ccccc1C	nt	nt	100.1	nt
68	CC(C)NC(=O)N/C=C(\C#N)C(N)=O	100.4	88.2	113.5	115.8
69	N#Cc1c(NCc2ccccc2F)sc2c1CCCC2	130.5	113.6	106.8	86.0
70	CCOC(=O)c1cc(=O)nc2n1N=C1C(C#N)=C(C)C=C(c3ccccc3)N1N2	93.8	70.6	108.6	88.5
71	CCCCCCOc1ccc(/C=C/C(=O)c2ccc(B(O)O)cc2)cc1	48.4	89.8	59.1	82.5
72	CC(=O)Nc1ccc2c(c1)-c1ccc(F)cc1C2	101.3	98.6	88.7	105.1

No.	RPMI-8226	MDA-MB-468	MDA-MB-435	MOLT-4
61	99.3	103.0	103.5	81.8
62	73.9	95.5	105.1	69.1
63	101.6	110.1	103.1	105.1
64	80.4	81.5	10.4	84.3
65	95.0	99.7	99.5	97.2
66	101.0	136.1	105.5	103.9
67	101.3	94.3	106.6	nt
68	116.1	93.6	92.6	106.0
69	101.8	114.6	101.0	107.5
70	70.6	104.8	99.1	102.5
71	46.2	nt	77.1	58.3
72	95.4	48.0	110.3	104.0

Screens deposited in PubChem BioAssay by NCI.
